# Assay outcomes (PubChem)
# Pf growth 96h – inhibits malaria parasite growth, 96 h | actives 6.9% (n = 320,000) | Potency, µM (top dose mostly 28.7 µM), for inactives: at the top dose activity change, negative = inhibition, most hits filed as inhibitors | P. falciparum luciferase reporter growth, 96 h | AID 504834; further: potency means the concentration at half of the fitted maximal effect; on the % scale 0 is the no-effect control and ±100 the full control effect
#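 Delayed-death screen, second-generation endpoint: infected erythrocytes, 2% hematocrit, 0.05% parasitemia final; 96 hours at 37 C, 5% CO2; luciferase detection reagent; luminescence decrease equals reduced growth.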
# LmPK inhibitor – inhibitors of Leishmania mexicana pyruvate kinase. purified LmPK, Kinase-Glo ATP luminescence, 1 h. Potency, µM (titrated, usually from 57.5 µM), without a hit: at the highest dose activity change, negative = inhibition, actives largely listed as inhibitors. actives 0.37% (n = 290,000); further: potency means the concentration at half of the fitted maximal effect; on the % scale 0 is the no-effect control and ±100 the full control effect
# Target sequence (Q27686 whole entry, looked up): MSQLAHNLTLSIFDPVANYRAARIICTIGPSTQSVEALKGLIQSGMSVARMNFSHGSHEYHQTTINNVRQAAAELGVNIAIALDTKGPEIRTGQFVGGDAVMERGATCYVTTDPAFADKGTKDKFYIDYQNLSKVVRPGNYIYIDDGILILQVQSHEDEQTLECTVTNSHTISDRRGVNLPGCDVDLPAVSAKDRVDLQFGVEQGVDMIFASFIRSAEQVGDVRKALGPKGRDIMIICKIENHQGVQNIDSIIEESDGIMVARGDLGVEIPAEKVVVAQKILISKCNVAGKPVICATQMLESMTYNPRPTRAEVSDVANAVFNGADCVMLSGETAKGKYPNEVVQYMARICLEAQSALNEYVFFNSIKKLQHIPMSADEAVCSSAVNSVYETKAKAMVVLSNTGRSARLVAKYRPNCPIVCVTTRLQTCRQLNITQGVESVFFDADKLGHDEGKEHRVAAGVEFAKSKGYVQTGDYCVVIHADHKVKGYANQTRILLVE
#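 Kinase-Glo luminescence read after 1 h RT reaction of 0.1 nM LmPK with 0.5 mM PEP and 0.1 mM ADP. Activity scaled between uninhibited and enzyme-free controls.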
# Pf growth 48h – inhibits P. falciparum growth in the first generation, 48 h; P. falciparum luciferase growth in erythrocytes, 48 h; Potency, µM (highest dose often 28.7 µM), without a hit: top-dose activity change, negative = inhibition, actives largely listed as inhibitors; actives 5.9% (n = 310,000); AID 504832; further: potency means the concentration at half of the fitted maximal effect; on the % scale 0 is the no-effect control and ±100 the full control effect
#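 Read-out is firefly luciferase luminescence from an integrated reporter in P. falciparum, so falling signal marks reduced parasite growth. Infected erythrocytes were at 2% hematocrit and 0.1% parasitemia (final) in Albumax-supplemented RPMI 1640.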
# Shiga toxin inh – Shiga toxin inhibition | Vero cells, Shiga toxin protein synthesis inhibition reporter | inhibition, % at 38.7 µM | actives 9.2% (n = 290,000) | AID 2315; in the data active means inhibition mostly above about 28%, no sharp cut-off; inactive means mostly below about 43%; further: 0% is about no effect
# TbPYK inhibitor – T. brucei pyruvate kinase inhibition. AID 624173. actives 0.12% (n = 410,000). TbPYK enzyme, Kinase-Glo Plus ATP luminescence, 45 min. Q57TT1. Potency, µM (highest dose often 76.8 µM), inactives show at the highest dose activity, negative = inhibition, actives largely listed as inhibitors; further: potency means the concentration at half of the fitted maximal effect; on the % scale 0 is the no-effect control and ±100 the full control effect; nearly all actives have a fitted effect of over 50% in size
#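 Screened from lowest to highest concentration, compounds were pinned into TbPYK/substrate mixtures, and ADP (130 uM final) was added. Plates sat at room temperature for 45 min prior to Kinase-Glo Plus detection by luminescence.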
# AmpC no deterg – AmpC beta-lactamase inhibition without detergent. actives 0.52% (n = 330,000). AID 485341. AmpC nitrocefin hydrolysis, absorbance 480 nm, 0.0001% Triton. Potency, µM (top dose mostly 57.1 µM), for the others: top-dose activity change, negative = inhibition, most hits filed as inhibitors;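 further: potency means the concentration at half of the fitted maximal effect; plate controls were no compound for no effect and no enzyme for full effect; nearly all actives have a fitted effect of over 20% in size; some results filed as inactive show a strong effect at the top dose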
# Target sequence (P00811 whole entry, looked up): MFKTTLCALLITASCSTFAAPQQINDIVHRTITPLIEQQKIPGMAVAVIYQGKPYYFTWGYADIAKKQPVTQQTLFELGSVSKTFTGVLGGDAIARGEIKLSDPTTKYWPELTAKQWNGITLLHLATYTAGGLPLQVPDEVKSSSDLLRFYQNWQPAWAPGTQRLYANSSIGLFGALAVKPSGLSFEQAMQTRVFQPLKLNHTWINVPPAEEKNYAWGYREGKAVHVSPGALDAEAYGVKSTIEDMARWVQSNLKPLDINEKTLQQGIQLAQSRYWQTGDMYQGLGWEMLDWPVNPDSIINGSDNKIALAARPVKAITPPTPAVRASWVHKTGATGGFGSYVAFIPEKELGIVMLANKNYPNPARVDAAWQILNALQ
#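 AmpC (5.3 nM in the dispensed reagent) in 20 mM phosphate pH 7.0 with 0.01% (detergent screen) or 0.0001% Triton X-100 was preincubated with compounds for 15 min at room temperature. Nitrocefin was then added from an 800 uM solution, and hydrolysis was followed at 480 nm.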
# Cycloheximide cs – counter-screen hit for Shiga toxin inhibitors, cycloheximide | cell reporter, cycloheximide protein synthesis inhibition counterscreen | max response, % | actives 12% (n = 300,000) | AID 2314; in the data active means max response mostly above about 13%, no sharp cut-off; inactive means mostly below about 14%; further: read at 38.3 µM for the half of the compounds with a filed dose; 0% is about no effect
# * hit, by the source's call; ? = inconclusive; nt = not tested or not shown; [ ] = dose if it differs, or a comment. Unless noted, the call rests on the fitted dose curve; in most records, active means well fitted curve in the direction sought with a large enough effect; inconclusive means small, poorly fitted or top-dose-only effect, or another doubt; inactive means no such curve, though single readings can be large; an effect the other way counts as inactive or inconclusive. Compounds were not picked by outcome; about 22% have a hit in one of these screens.
SMILES,Pf growth 96h,LmPK inhibitor,Pf growth 48h,Shiga toxin inh,TbPYK inhibitor,AmpC no deterg,Cycloheximide cs
COCCCNC(=O)c1c[nH]c2ccc(S(=O)(=O)N(C)c3ccccc3C)cc2c1=O,16%,2%,nt,-6,1%,128%[activator],-5
COc1ccc2[nH]cc(C=O)c2c1,190%[activator],-1%,14%,18,1%,-3%,2
N#Cc1c(C#N)c(-c2ccccc2)n(-c2ccc(C(=O)O)cc2)c1N,?,4%,-5%,2,-7%,-25%,-3
CC(=O)N1CCOc2cc(S(=O)(=O)N3CCN(c4ccccc4)CC3)c(Cl)cc21,?,-2%,?,2,-11%,91%[activator],-1
O=C(Nc1cccc(F)c1)C1CCN(C(=O)c2ccco2)CC1,-11%,-3%,4%,-11,2%,62%[activator],-6
Cc1ccc(S(=O)(=O)/C(C#N)=C/c2c(N3CCOCC3)nc3c(C)cccn3c2=O)cc1,-13%,6%,2.1µM*,-6,-7%,50%,1
Cc1cc(Cl)ccc1NC(=S)NCC(C)C,19%,-2%,-19%,11,-6%,-16%,1
Cc1ccc(OCCC(=O)Nc2ccccc2C(=O)N2CCCCC2)cc1,10%,nt,-18%,nt,2%,-5%,nt
Cc1cc(=O)oc(C)c1C(=O)N1CCCc2ccccc21,54%[activator],2%,35%[activator],5,0%,-9%,2
CCOc1ccc(/C=C/C(=O)NCCc2ccc(OC)c(OC)c2)cc1,?,2%,-9%,7,-10%,17%,-1
Cc1cccc(NC(=O)/C(C#N)=C\c2cccnc2)c1,-9%,3%,-7%,-3,-11%,-16%,-3
COC(=O)c1c(NC(=O)c2ccc(C)o2)sc2c1CCCCC2,49%[activator],-1%,85%[activator],73*,-7%,-23%,50*
COc1ccc(C(CNC(=O)c2ccccc2SC)N(C)C)cc1 (centres undefined),0%,6%,4%,21,5%,-23%,8
COc1ccc(C(=O)Oc2ccc(-c3nnco3)cc2)cc1S(=O)(=O)N1CCOCC1,23%,nt,15%,nt,0%,27%,nt
Cc1noc(C)c1C(=O)Nc1ccc(S(=O)(=O)N2CCC(C)CC2)cc1,?,nt,?,nt,-2%,-17%,nt
CC1CCC(NC(=O)c2cc3c(=O)n(C)c4ccccc4c3n2C)CC1 (centres undefined),-12%,-1%,nt,17,5%,-11%,18*
COCCCNC(=O)CC(NS(=O)(=O)c1ccc(C)cc1)c1ccco1 (centres undefined),?,1%,52%[activator],-13,4%,3%,-2
CCOC(=O)C1=C(COC(=O)COc2cc(C)ccc2C)NC(=O)NC1C (centres undefined),6%,nt,?,nt,-14%,-2%,nt
O=C(/C=C\Nc1ccc(Cl)cn1)c1ccc(Br)cc1,8%,0%,108%[activator],36,-4%,-35%,14
COc1cccc(C(C(=O)NC(C)(C)C)N(CCc2ccccc2)C(=O)CCC(=O)Nc2cc(C)on2)c1OC (centres undefined),-30%,4%,?,-10,-1%,157%[activator],1
CCOc1ccc(-n2c(C)nc3cc(C(=O)NCC4CCCO4)ccc32)cc1 (centres undefined),?,3%,?,-10,-2%,60%,2
COc1ccc(C(C)=O)cc1CSc1nnnn1-c1ccc(O)cc1,-3%,13%,-2%,-6,1%,-36%,1
CC(NC(=O)CSc1ccccc1)c1ccccc1 (centres undefined),?,0%,9%,-3,-1%,-18%,-1
COc1ccccc1NC(=O)NCc1ccc2c(c1)OCO2,15µM*,6%,21%,-1,nt,2%,11*
Cc1nc2ncnn2c(C)c1CCC(=O)NCc1ccc2c(c1)OCO2,-9%,1%,16%,14,-2%,-14%,-2
Cc1ccc(S(=O)(=O)N(C)C)cc1NC(=O)c1cc(C(C)(C)C)nn1Cc1ccccc1,7.4µM*,8%,?,-2,0%,47%,4
Cc1ccnc(NS(=O)(=O)c2ccc(NC(=O)c3ccc(N4C(=O)CCC4=O)cc3)cc2)n1,17%,-5%,21%,-6,-6%,-55%,-1
CCOC(=O)n1c(=O)[nH]c2ccc(Br)cc21,11%,1%,88%[activator],8,-2%,-12%,7
Oc1ccc(C[C@@H]2CNCCN2CCCCC2CCCCC2)cc1,?,nt,?,nt,-2%,25%,nt
Cc1cc(NC(=O)CSc2nc3ccsc3c(=O)n2CCCCC(=O)O)no1,4.7µM*,0%,12%,6,-1%,-17%,-7
CCOC(=O)c1ccc(-c2cc(C)no2)[nH]1,63%[activator],4%,65%[activator],42*,0%,-9%,10
CCCc1ccc(OCc2ccc(C(=O)N/N=C/c3cccnc3)o2)cc1,33%[activator],1%,23%,110*,-6%,40%,68*
COc1cccc(C(=O)N/N=C(\C)c2ccc(NC(=O)Cc3ccccc3)cc2)c1OC,?,12%,?,27,2%,5%,18*
COc1ccc(C(=O)NCCSCc2ccccc2)cc1OC,-26%,-4%,-8%,34,-7%,-7%,6
CC1Oc2ccccc2OC1C(=O)Nc1ccccn1 (centres undefined),10%,1%,5.9µM*,-1,-1%,-5%,-1
CC(CNC(=O)CCS(=O)(=O)c1ccc2c(c1)NC(=O)CO2)c1ccccc1 (centres undefined),?,1%,9%,-8,-6%,-15%,1
CCN(C(=O)COC(=O)/C=C/c1cccc(Cl)c1)c1c(N)n(Cc2ccccc2)c(=O)[nH]c1=O,-20%,nt,?,nt,-7%,1%,nt
COc1ccccc1-c1noc(CCC(=O)Nc2cc(C(F)(F)F)ccc2Cl)n1,nt,-2%,-6%,10,-14%,42%,2
Cc1ccn2c(NC(=O)C(C)(C)Oc3ccc(Cl)cc3)c(-c3cccs3)nc2c1,12µM*,3%,-22%,-9,-4%,95%[activator],-1
O=C(NC1CCCCC1)C1CCN(S(=O)(=O)c2cccs2)CC1,?,-3%,3%,-17,0%,-14%,1

# Some of the entries so far, with each value named:
COc1ccc2[nH]cc(C=O)c2c1
  Pf growth 96h = 190%[activator]
  LmPK inhibitor = -1%
  Pf growth 48h = 14%
  Shiga toxin inh = 18
  TbPYK inhibitor = 1%
  AmpC no deterg = -3%
  Cycloheximide cs = 2
CC1Oc2ccccc2OC1C(=O)Nc1ccccn1 (centres undefined)
  Pf growth 96h = 10%
  LmPK inhibitor = 1%
  Pf growth 48h = 5.9µM*
  Shiga toxin inh = -1
  TbPYK inhibitor = -1%
  AmpC no deterg = -5%
  Cycloheximide cs = -1
O=C(Nc1cccc(F)c1)C1CCN(C(=O)c2ccco2)CC1
  Pf growth 96h = -11%
  LmPK inhibitor = -3%
  Pf growth 48h = 4%
  Shiga toxin inh = -11
  TbPYK inhibitor = 2%
  AmpC no deterg = 62%[activator]
  Cycloheximide cs = -6
CC(NC(=O)CSc1ccccc1)c1ccccc1 (centres undefined)
  Pf growth 96h = ?
  LmPK inhibitor = 0%
  Pf growth 48h = 9%
  Shiga toxin inh = -3
  TbPYK inhibitor = -1%
  AmpC no deterg = -18%
  Cycloheximide cs = -1

# Continuation.
SMILES,Pf growth 96h,LmPK inhibitor,Pf growth 48h,Shiga toxin inh,TbPYK inhibitor,AmpC no deterg,Cycloheximide cs
O=C(Cc1cccc2ccccc12)NCC1CCCO1 (centres undefined),7%,-2%,-1%,32,0%,3%,8
Cc1nc([N+](=O)[O-])c(C(=O)OCc2cccc(Br)c2)n1C,7.4µM*,9%,2%,28,-6%,21%,8
COc1ccc(Br)cc1[C@H]1[C@H]2C=CC[C@@H](C)[C@@H]2C(=O)N1Cc1ccccc1,?,1%,?,-2,2%,-14%,2
CCOC(=O)c1c(NC(=S)N2CCOCC2)sc(C)c1C,-6%,2%,0%,2,-6%,24%,-3
COC(=O)c1ccsc1-n1cc(C#N)c(=O)n(C)c1=O,56%[activator],3%,7%,-1,-3%,-4%,8
CCOC(=O)Cc1nn[nH]n1,-9%,0%,22%,-8,-9%,-8%[11.4 µM],1
COc1ccc(-c2coc3cc(O)cc(O)c3c2=O)cc1OC,37%[activator],-3%,-2%,56*,3%,-36%,27*
NC(=O)c1ccc(N=C2C(=O)Nc3ccc([N+](=O)[O-])cc32)cc1,25%,0%,17%,25,-5%,-14%,8
COc1cccc2[nH]c3c(N4CCC(C)CC4)ncnc3c12,?,0%,9.3µM*,40,1%,-7%,20
COc1ccc(-n2c(SCC(C)=O)nc3sc(C)c(C)c3c2=O)cc1,?,11%,-33%,nt,0%,-5%,-3
COc1ccc(C(O)P(=O)(Oc2ccccc2)Oc2ccccc2)cc1 (centres undefined),33%,3%,?,-3,10%,-5%,6
COc1cccc(C2=NOC(C(=O)Nc3cc(OC)c(OC)c(OC)c3)C2)c1 (centres undefined),43%[activator],1%,?,-16,1%,26%,-1
CCC1(CC)Nc2ccccc2C(=O)N1c1ccc(OC)cc1,457%[activator],-27%,112%[activator],36*,-2%,-18%,33*
Cc1ccc2nc(SCC(=O)NCc3ccc(F)cc3)nc(=O)n2c1,1%,nt,2%,nt,1%,?,nt
CCN(C(=O)COc1cc(=O)n(C)c2ccccc12)c1cccc(Cl)c1,?,-2%,?,-7,nt,102%[activator],-2
COc1ccccc1Nc1nc(N)nc(CSC(=S)N2CCCCC2C)n1 (centres undefined),?,5%,?,43*,1%,-14%,43*
CCN(CC)CCNC(=O)Cn1c(=O)c2cccn2c2ccc(F)cc21,?,0%,3%,-4,2%,-2%,-2
CCC1=C(c2ccc(C)cc2)S(=O)(=O)N=C1N1CCC(C(=O)NCCCN2CCCCC2)CC1,-2%,-3%,-11%,9,-5%,38%,-3
Cc1c(C(=O)Nc2ccccn2)oc2c(Cl)cccc12,42%[activator],nt,34%[activator],nt,-4%,-18%,nt
Cn1c(C(=O)NCCN2CCc3ccccc3C2)cc2c(=O)[nH]c3ccccc3c21,93%[activator],0%,13µM*,-12,-3%,55%,-2
CCn1c(=O)cc(C(=O)OC)sc1=Nc1ccc(F)c(F)c1,-35%,-2%,nt,-28,0%,7%,-7
Cc1nc(SCc2ccccc2F)c2oc3ccccc3c2n1,8.3µM*,-1%,?,7,-15%,-6%,9
CN(Cc1c(F)cccc1Cl)c1nnnn1-c1ccccc1,-10%,3%,-24%,-5,0%,-32%,8
CC1CCCN(C(=O)CN2C(=O)CSc3ccc(S(=O)(=O)N4CCOCC4)cc32)C1 (centres undefined),2%,1%,-17%,2,-3%,62%[activator],8
Cc1[nH]nc(SCC(=O)N2CCCCCC2)c1[N+](=O)[O-],24%,2%,-15%,29,-9%,-21%,11
CCCS(=O)(=O)c1nc(S(=O)(=O)c2ccc(C)cc2)c(NCc2ccccn2)s1,-20%,2%,?,-8,-15%,-9%,-3
COc1ccc(CCn2c(C)nc3c(c(=O)c4ccccc4n3C)c2=O)cc1,4.7µM*,2%,?,-7,-4%,-35%,0
Cn1c(C(=O)NCCN2CCOCC2)cc2c(=O)n(C)c3ccccc3c21,?,3%,nt,-27,-1%,6%,-4
CCN(Cc1nc(-c2ccc(OC)c(OC)c2)no1)C(=O)c1ccc2c(c1)OCO2,?,-2%,10%,-9,-6%,59%,-2
CCc1nc(N)c(C#N)c(-c2ccco2)c1C,2%,-3%,1%,-15,3%,-20%,-5
Cc1ccc(S(=O)(=O)N2CCN(c3ccccc3)CC2)c(C)c1,327%[activator],-1%,2%,nt,-2%,-23%,2
